# NOD2 inhibition = NOD2 signaling inhibitors, cell-based, luminescence, uHTS, HEK293 (AID 1566) | inhibition, % at 4 µM; hits with a dose series show EC50 in µM | HEK293 NOD2/NF-kB luciferase reporter, luminescence; higher % means a stronger effect | 0.63% of 290,000 active; note: many of its hits are not listed in these tables
# NOD1 NF-kB reporter = NOD1 signaling inhibitors, primary screen, cell-based, luminescence, uHTS (AID 1578). inhibition, % at 4 µM, or EC50 in µM where a hit was titrated. NOD1-driven NF-kB luciferase reporter cells, luminescence; higher % means a stronger effect. 1% of 290,000 active; in the data active = inhibition mostly above about 36%, no sharp cut-off; inactive = mostly below about 34%;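 note: HEK-293T reporter cells stimulated with the NOD1 agonist gamma-tri-DAP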
# GPR55 beta-arrestin = selective activators of receptor GPR55 – imaging, U2OS cells, beta-arrestin-GFP redistribution, primary screen (AID 1961) | U2OS GPR55 beta-arrestin-GFP redistribution imaging; higher % means a stronger effect | 0.048% of 290,000 active | activation, % at 10 µM; hits with a dose series show EC50 in µM;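 active = activation above 40% with more than 50 cells counted in the well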;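 note: U2OS osteosarcoma cells stably expressing GPR55 and beta-arrestin-GFP; plate controls were DMSO negative control for no effect and LPI positive control for full effect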
# KOR beta-arrestin-1 = KOR antagonists, beta-arrestin recruitment, cell-based, luminescence, uHTS (AID 1778); KOR beta-arrestin recruitment, luminescence, antagonist mode; higher % means a stronger effect; inhibition, % at 10 µM; hits with a dose series show IC50 in µM; 0.091% of 290,000 active; note: strong numbers were not always called active
# GPR55 antagonists = GPR55 antagonists blocking LPI-driven arrestin recruitment, primary screen, imaging, U2OS, beta-arrestin-GFP, LPI agonist (AID 2013). inhibition, % at 10 µM, or IC50 in µM where a hit was titrated. 0.13% of 290,000 active. U2OS GPR55 beta-arrestin-GFP translocation imaging, LPI antagonism; higher % means a stronger effect;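 active = spots per cell inhibited over 60%, with over 100 cells counted and total cytoplasm intensity under 500,000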;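 note: U2OS cells stably carrying GPR55 and arrestin-GFP stimulated by 5 µM LPI near EC80; imaged beta-arrestin-GFP aggregate spots per cell after agonist stimulation; plate controls were LPI-stimulated DMSO wells for no effect and DMSO wells without LPI for full effect; some results filed as inactive read as strong as hits; confirmed hits need IC50 under 10 µM and bright autofluorescent wells are also inconclusive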
# KOR beta-arrestin-2 = kappa opioid receptor activators – cell-based, luminescence, uHTS, primary screen (AID 1777); KOR beta-arrestin recruitment, luminescence; higher % means a stronger effect; one-dose activation, % at 10 µM; EC50 in µM for titrated hits; 0.02% of 280,000 active; in the data active = activation above about 50%, passing the limit was not always enough; note: a part of the inactive calls stands beside numbers as strong as those of hits
# SV40 large T antigen = SV40 large T antigen inhibitors, biochemical (AID 1903); SV40 large T antigen ATPase/helicase inhibition assay; higher % means a stronger effect; one-dose inhibition, % at 20 µM; IC50 in µM for titrated hits; 0.39% of 310,000 active; in the data active = a potency from the dose series; note: strong numbers were not always called active
# HIV fusion peptide = inhibitors of HIV fusion peptide binding, primary screen, biochemical, uHTS, fluorescence dequenching (AID 1986); inhibition, % at 20 µM, or IC50 in µM where a hit was titrated; 0.3% of 290,000 active; cell-free peptide binding, fluorescence dequenching, 30 min; higher % means a stronger effect; in the data active = inhibition mostly above about 52%, no sharp cut-off; inactive = mostly below about 76%; note: some results filed as inactive read as strong as hits
# MgcRacGAP inhibition = MgcRacGAP GTPase-activating activity inhibitors, confirmation, biochemical, ADP Hunter fluorescence | MgcRacGAP-stimulated Rac1 GTP hydrolysis, ADP Hunter fluorescence; higher % means a stronger effect; GST-tagged Rac1 F28L mutant substrate | inhibition, % at 30 µM; hits with a dose series show IC50 in µM | 0.6% of 340,000 active;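 active = first-screen hits whose inhibition reached a set limit at any dose in the follow-up dose series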;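 note: fluorescence reports GDP produced by GAP-driven GTP hydrolysis; strong numbers were not always called active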
# * hit, by the source's call; / = not tested or not shown; [ ] = remark or other dose. Cut-off read from the data, not from the text of the source, unless noted: active = inhibition above about 50%; inactive = the rest. Some of the compounds tested; rates above refer to the full screens.
SMILES,NOD2 inhibition,NOD1 NF-kB reporter,GPR55 beta-arrestin,KOR beta-arrestin-1,GPR55 antagonists,KOR beta-arrestin-2,SV40 large T antigen,HIV fusion peptide,MgcRacGAP inhibition
CCNC(=O)c1cnn(-c2ccccc2)c1-c1ccccc1,0%,0%,-0.1%,24%,10%,25%,-3%,-1.3%,8%
Cn1nnnc1SCc1csc(C2C(C#N)=C(N)OC3=C2C(=O)CCC3)c1 (configuration not stated),8%,-36%,0.1%,19%,-11%,5.4%,14%,-2.7%,-4%
CCN1CCCC1CNCc1cccc(OC)c1OCc1ccccc1F (configuration not stated),-3%,-14%,-0.1%,-9%,-6%,-3.7%,18%,-1.5%,4%
O=C(Nc1ccc(Cc2ccncc2)cc1)C1CC1,0%,/,-0.1%,-21%,-2%,4.1%,0%,1.4%,2%
O=C(c1ccc(Br)o1)N1CCN(C23CC4CC(CC(C4)C2)C3)CC1,-21%,-5%,0.3%,-18%,-9%,9.0%,22%,0.2%,10%
O=C(NCc1ccco1)c1cnn2cccnc12,-5%,-16%,-0.1%,-17%[20 µM],-2%,-2.0%,9%,-0.6%,-2%
COc1ccc(CN2CCNC(=O)C2CC(=O)NCCCn2cccn2)cc1C (configuration not stated),7%,-17%,-0.2%,10%,-9%,-1.9%,3%,2.5%,2%
CC(C)(C)N(Cc1cc2ccccc2[nH]c1=O)C(=O)c1cccnc1,-4%,-17%,0.3%,-3%,6%,7.3%,8%,0.5%,4%
Cc1ccc2nc(SCC(=O)O)nc(C)c2c1,9%,-22%,-0.1%,-34%,8%,6.8%,3%,-0.3%,-5%
CCOC(=O)Cn1cc(Cl)c(=O)c(Cl)c1,4%,-3%,-0.2%,16%,16%,1.2%,-5%,0.9%,0%
COc1ccc(-c2nc(N)n[nH]2)cc1OC,18%,-6%,-0.1%,14%,9%,-3.3%,1%,-2.6%,10%
CCOc1ccc(N2C(=O)CC(NCCNc3ccc(C(=O)c4cccs4)cc3)C2=O)cc1 (configuration not stated),17%,-14%,-0.2%,-8%,-1%,-6.6%,8%,0.4%,12%
CC1CCCCN1S(=O)(=O)c1ccc2c(c1)CCN2C(=O)CCC(=O)O (configuration not stated),9%,3%,-0.1%,9%,-17%,4.7%,10%,-2.2%,1%
CCCCNC(=O)c1ccccc1NC(=O)CN(c1ccccc1)S(=O)(=O)N(C)C,6%,-26%,0.0%,-3%,0%,-3.6%,-8%,-1.8%,-2%
O=C(N1CCN(Cc2ccccc2)CC1)C12CC3CC(CC(C3)C1)C2,-12%,-14%,0.2%,8%,31%,-2.6%,-10%,2.2%,3%
Cc1ccc(C(=O)OCC(=O)Nc2cccc(S(=O)(=O)NC3=NCCCCC3)c2)c(C)c1,6%,0%,-0.3%,7%,-6%,-6.1%,-4%,-0.5%,-2%
COc1cccc(CNC(=O)Cn2ccc3cc(S(=O)(=O)N4CCC(C)CC4)ccc32)c1,11%,-75%,-0.2%,-49%,2%,-3.2%,15%,-0.6%,11%
CC(C)(CNC(=O)c1cccc(NS(=O)(=O)c2ccc(Br)cc2)c1)N1CCOCC1,13%,-29%,-0.1%,-4%,-2%,5.3%,8%,0.5%,5%
CC(=O)C1=C(O)C(=O)N(c2ccc(Br)cc2)C1c1ccc([N+](=O)[O-])cc1 (configuration not stated),16%,-3%,-0.1%,16%,15%,-3.5%,8%,14%,10%
Cc1[nH]n(-c2ccccc2)c(=O)c1N=Nc1cccc(S(=O)(=O)N2CCOCC2)c1,21%,22%,-0.2%,11%,-4%,-1.0%,14%,-1.2%,-10%
CCOc1ccc(NC(=O)c2c(NC(=O)CNCCN3CCOCC3)sc3c2CCC3)cc1,16%,13%,-0.1%,36%,1%,-3.4%,29%,-2.0%,7%
Cc1ccc2c(C)c(C(=O)N(Cc3cccs3)C3CCS(=O)(=O)C3)oc2c1 (configuration not stated),7%,2%,-0.1%,-25%,24%,1.1%,-9%,0.2%,9%
O=C(CSc1ccccn1)N1CCc2ccccc21,-73%,0%,-0.5%,10%,15%,-2.7%,28%,-2.8%,5%
COc1ccc(OCC(=O)Nc2ccc3oc(=O)ccc3c2)cc1,12%,-9%,-0.2%,-26%,-3%,5.9%,5%,-1.0%,8%
Cc1cc(C(C)(C)C)ccc1OCCOCCN1CCCC1,12%,-12%,-0.2%,25%,8%,2.0%,11%,2.2%,28%

# Later entries
SMILES,NOD2 inhibition,NOD1 NF-kB reporter,GPR55 beta-arrestin,KOR beta-arrestin-1,GPR55 antagonists,KOR beta-arrestin-2,SV40 large T antigen,HIV fusion peptide,MgcRacGAP inhibition
CS(=O)(=O)c1ccc(N2CCOCC2)c(S(C)(=O)=O)c1,-8%,3%,0.2%,-19%,6%,3.4%,-1%,0.7%,7%
O=c1c2cn[nH]c2nc(SCc2ccc3c(c2)OCCO3)n1-c1ccccc1,13%,25%,0.3%,-12%,-9%,-0.1%,8%,2.3%,1%
CCCCOc1ccc(C(=O)Nc2ccc3c(c2)OCO3)cc1,-51%,-31%,0.1%,-57%,-5%,11%,8%,-0.2%,10%
O=C(Cc1c(F)cccc1Cl)N/N=C/c1cccs1,18%,-20%,-0.1%,2%,11%,3.7%,13%,2.6%,7%
CCc1nc(C)ccc1OCC(=O)NCCCN(C)C,2%,12%,0.2%,23%,13%,6.8%,5%,4.7%,21%
O=C(c1ccccc1)N1N=C(c2ccco2)CC1c1cccs1 (configuration not stated),0%,-34%,-0.3%,-6%,10%,-2.6%,1%,5.5%,2%
O=C(CN(CCO)c1ccccc1)Nc1ccc(Cl)c(S(=O)(=O)N2CCOCC2)c1,9%,-34%,0.5%,-18%,-1%,-2.8%,2%,-0.3%,7%
CN(c1ccccc1)c1nc(N)c([N+](=O)[O-])c(NC2CCCCC2)n1,-6%,-4%,-0.1%,-14%,4%,-6.2%,0%,0.3%,2%
COc1ccccc1CNCC(O)Cn1c2ccccc2c2ccccc21 (configuration not stated),12%,18%,-0.4%,/,6%,3.4%,16%,-4.0%,5%
CC(C)C(c1nnnn1C1CCCC1)N1CCOCC1 (configuration not stated),9%,-15%,-0.2%,-11%,10%,2.5%,5%,-0.8%,6%
Cc1ccc(SCc2[nH]nc3c2C(c2cccnc2)C(C#N)=C(N)O3)cc1 (configuration not stated),8%,2%,-0.1%,-53%,-6%,-0.2%,26%,-0.8%,-3%
Cc1c(C#N)c2ccccc2n1CC(=O)NCCc1c[nH]c2ccccc12,-14%,-10%,-0.1%,13%,4%,-8.2%,10%,0.9%,7%
CC(C)CCNC(=O)NC(=O)COc1ncnc2sccc12,2%,-10%,0.2%,18%,16%,-2.0%,12%,-2.3%,2%
Cc1ccc2oc(=O)cc(CN3CCOCC3)c2c1,-1%,-8%,-0.3%,-26%,13%,2.8%,3%,4.0%,4%
COc1ccc(S(=O)(=O)N2CCN(c3cc(-c4ccccc4)nc4ncnn34)CC2)cc1,20%,21%,-0.2%,14%,3%,0.3%,16%,21%,8%
O=c1oc2ccccc2c2c1ncn2CCN1CCOCC1,-16%,-23%,0.1%,/,6%,/,2%,3.8%,7%
O=c1[nH]c2ccccc2nc1NCCN1CCOCC1,-9%,-2%,0.2%,-1%,-2%,-3.5%,10%,-1.3%,6%
CCN(CC)C(=O)C(=O)c1cccn1-c1cccc(-n2cccc2C(=O)C(=O)N(CC)CC)c1C#N,7%,5%,-0.1%,14%,17%,-8.2%,12%,0.4%,5%
Clc1ccccc1CN(Cc1ccccc1)C(c1cccs1)c1nnnn1C1CCCC1 (configuration not stated),6%,15%,-0.2%,9%,0%,2.2%,12%,0.0%,8%
COc1ccc(C(=O)NC(=S)NNC(=O)c2cnccn2)cc1OC,13%,11%,0.2%,7%,16%,-4.1%,14%,5.3%,5%
COc1ccc([C@@H]2[C@@H]3C(=O)N(C(C)(C)C)C(=O)[C@@H]3[C@]3(Cc4ccccc4)C(=O)N(c4ccc(Br)cc4)C(=O)N23)cc1,2%,10%,-0.1%,-97%[20 µM],4%,2.7%,8%,0.5%,9%
COc1cc(CN2CCN(Cc3ccc4cc(F)ccc4n3)CC2CCO)cc(OC)c1 (configuration not stated),16%,-6%,0.3%,13%,-7%,-0.1%,3%,-0.7%,16%
CCN(C(=S)NCCOC)c1cccc2ccccc12,1%,0%,0.1%,17%,6%,-0.4%,2%,-0.8%,7%

# An excerpt from above in order of number of heavy atoms, low to high.
SMILES,NOD2 inhibition,NOD1 NF-kB reporter,GPR55 beta-arrestin,KOR beta-arrestin-1,GPR55 antagonists,KOR beta-arrestin-2,SV40 large T antigen,HIV fusion peptide,MgcRacGAP inhibition
CCOC(=O)Cn1cc(Cl)c(=O)c(Cl)c1,4%,-3%,-0.2%,16%,16%,1.2%,-5%,0.9%,0%
O=C(NCc1ccco1)c1cnn2cccnc12,-5%,-16%,-0.1%,-17%[20 µM],-2%,-2.0%,9%,-0.6%,-2%
CCN(C(=S)NCCOC)c1cccc2ccccc12,1%,0%,0.1%,17%,6%,-0.4%,2%,-0.8%,7%
O=c1oc2ccccc2c2c1ncn2CCN1CCOCC1,-16%,-23%,0.1%,/,6%,/,2%,3.8%,7%
CCCCOc1ccc(C(=O)Nc2ccc3c(c2)OCO3)cc1,-51%,-31%,0.1%,-57%,-5%,11%,8%,-0.2%,10%
O=C(c1ccc(Br)o1)N1CCN(C23CC4CC(CC(C4)C2)C3)CC1,-21%,-5%,0.3%,-18%,-9%,9.0%,22%,0.2%,10%
COc1ccc(C(=O)NC(=S)NNC(=O)c2cnccn2)cc1OC,13%,11%,0.2%,7%,16%,-4.1%,14%,5.3%,5%
CC(=O)C1=C(O)C(=O)N(c2ccc(Br)cc2)C1c1ccc([N+](=O)[O-])cc1 (configuration not stated),16%,-3%,-0.1%,16%,15%,-3.5%,8%,14%,10%
Cc1ccc2c(C)c(C(=O)N(Cc3cccs3)C3CCS(=O)(=O)C3)oc2c1 (configuration not stated),7%,2%,-0.1%,-25%,24%,1.1%,-9%,0.2%,9%
O=c1c2cn[nH]c2nc(SCc2ccc3c(c2)OCCO3)n1-c1ccccc1,13%,25%,0.3%,-12%,-9%,-0.1%,8%,2.3%,1%
COc1ccc(CN2CCNC(=O)C2CC(=O)NCCCn2cccn2)cc1C (configuration not stated),7%,-17%,-0.2%,10%,-9%,-1.9%,3%,2.5%,2%
CCCCNC(=O)c1ccccc1NC(=O)CN(c1ccccc1)S(=O)(=O)N(C)C,6%,-26%,0.0%,-3%,0%,-3.6%,-8%,-1.8%,-2%
COc1cccc(CNC(=O)Cn2ccc3cc(S(=O)(=O)N4CCC(C)CC4)ccc32)c1,11%,-75%,-0.2%,-49%,2%,-3.2%,15%,-0.6%,11%
CCOc1ccc(NC(=O)c2c(NC(=O)CNCCN3CCOCC3)sc3c2CCC3)cc1,16%,13%,-0.1%,36%,1%,-3.4%,29%,-2.0%,7%
